PAFAH1B2 FP inh = PAFAH1B2 (human) inhibition; P68402; recombinant PAFAH1B2, FP-rhodamine activity probe, fluorescence polarization; inhibition, % at 3.39 µM; 340,000 tested, 1.2% active; AID 492953;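 active means inhibition above the mean of all tested compounds plus 3 SD, cut at about 24% in these data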;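 further: 0% = enzyme with DMSO and 100% = wells lacking PAFAH1B2; many of its hits are not listed in these tables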
LYPLA1 counter = counter-screen for PME1 inhibitors: inhibitors of human LYPLA1 | recombinant LYPLA1, FP-Rh probe fluorescence polarization | inhibition, % at 5.9 µM | 320,000 tested, 0.16% active | AID 2174;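 active means inhibition above the mean of all tested compounds plus 3 SD, set per campaign, cut at about 14% in these data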;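 further: inhibitors block serine hydrolase probe labeling of LYPLA1 so polarization falls; 0% = enzyme with DMSO and 100% = wells lacking LYPLA1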
Target sequence (O75608 whole entry, looked up): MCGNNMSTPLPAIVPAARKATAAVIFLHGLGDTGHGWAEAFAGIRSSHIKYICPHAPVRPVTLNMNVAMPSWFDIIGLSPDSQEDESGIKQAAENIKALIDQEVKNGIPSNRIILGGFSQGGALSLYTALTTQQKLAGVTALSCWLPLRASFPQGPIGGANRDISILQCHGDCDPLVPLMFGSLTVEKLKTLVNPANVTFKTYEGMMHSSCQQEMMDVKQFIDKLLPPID
PME-1 primary = blocks human protein phosphatase methylesterase 1 | recombinant PME-1, FP-Rh probe fluorescence polarization | Q9Y570 | 320,000 tested, 0.53% active | inhibition, % at 5.9 µM;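 active means inhibition above the campaign mean of all compounds plus 3 SD, cut at about 26% in these data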;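 further: competitive labeling of PME-1 active site by serine hydrolase directed probe; 0% = PME-1 with DMSO and 100% = wells lacking PME-1 enzyme; inhibitors block probe labeling so polarization falls and inhibition rises; many of its hits are not listed in these tables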
PAFAH2 FP inh = inhibitors of human PAFAH2; Q99487; recombinant PAFAH2, FP-rhodamine activity probe, fluorescence polarization; inhibition, % at 3.39 µM; 340,000 tested, 0.99% active; AID 492956;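 active means inhibition above the mean over all tested compounds plus 3 SD, cut at about 30% in these data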;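 further: inhibitors block probe labeling of enzyme so polarization drops; 0% = enzyme with DMSO and 100% = wells lacking PAFAH2 protein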
PAFAH1B3 FP inh = inhibitors of human PAFAH1B3 | Q15102 | recombinant PAFAH1B3, FP-rhodamine probe, fluorescence polarization | inhibition, % at 3.39 µM | 340,000 tested, 0.28% active | AID 492972;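 active means inhibition above the screen-wide average of all tested compounds plus 3 SD, cut at about 25% in these data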;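 further: 0% = enzyme with DMSO only and 100% = wells lacking PAFAH1B3 protein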
Target sequence (Q15102 whole entry, looked up): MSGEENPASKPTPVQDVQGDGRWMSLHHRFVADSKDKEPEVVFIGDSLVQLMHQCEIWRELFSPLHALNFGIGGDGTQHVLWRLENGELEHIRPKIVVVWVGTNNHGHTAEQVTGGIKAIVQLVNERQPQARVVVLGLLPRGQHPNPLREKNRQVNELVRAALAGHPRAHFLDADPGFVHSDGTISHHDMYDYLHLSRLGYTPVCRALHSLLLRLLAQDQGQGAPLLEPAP
GSTO1 counter = GSTO1 inhibition, counter-screen for RBBP9 inhibitors | P78417 | recombinant GSTO1, activity-based probe fluorescence polarization | inhibition, % at 5.96 µM | 300,000 tested, 1.1% active | AID 1974;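 active means inhibition above the campaign mean inhibition plus 3 SD, cut at about 35% in these data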;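 further: 0% = GSTO1-1 with DMSO and 100% = wells lacking GSTO1-1 enzyme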
LYPLA2 counter = counter-screen for PME1 inhibitors: inhibitors of human LYPLA2. 320,000 tested, 0.38% active. O95372. inhibition, % at 5.9 µM. recombinant LYPLA2, FP-Rh probe fluorescence polarization;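 active means inhibition above the screen-wide mean plus 3 SD, limit set per campaign, cut at about 26% in these data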;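 further: 0% = LYPLA2 with DMSO and 100% = wells lacking LYPLA2 enzyme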
PAD4 inh = blocks human protein arginine deiminase 4 | inhibition, % at 6.36 µM | recombinant PAD4, RCA probe fluorescence polarization | Q9UM07 | 330,000 tested, 0.41% active;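 active means percent inhibition above a cutoff equal to the mean of all tested compounds plus 3 SD, cut at about 15% in these data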;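 further: 0% = PAD4 with RCA probe and DMSO and 100% = probe without PAD4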
pPAFAH FP inh = inhibitors of human plasma PAF acetylhydrolase (pPAFAH); Q13093; recombinant pPAFAH, FP-rhodamine probe fluorescence polarization; inhibition, % at 3.39 µM; 330,000 tested, 1.5% active;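 active means inhibition above the mean inhibition across the screen plus 3 SD, cut at about 25% in these data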;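 further: inhibitors block binding of the rhodamine activity-based probe so polarization drops; 0% = enzyme with DMSO and 100% = wells lacking pPAFAH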
Target sequence (Q13093 whole entry, looked up): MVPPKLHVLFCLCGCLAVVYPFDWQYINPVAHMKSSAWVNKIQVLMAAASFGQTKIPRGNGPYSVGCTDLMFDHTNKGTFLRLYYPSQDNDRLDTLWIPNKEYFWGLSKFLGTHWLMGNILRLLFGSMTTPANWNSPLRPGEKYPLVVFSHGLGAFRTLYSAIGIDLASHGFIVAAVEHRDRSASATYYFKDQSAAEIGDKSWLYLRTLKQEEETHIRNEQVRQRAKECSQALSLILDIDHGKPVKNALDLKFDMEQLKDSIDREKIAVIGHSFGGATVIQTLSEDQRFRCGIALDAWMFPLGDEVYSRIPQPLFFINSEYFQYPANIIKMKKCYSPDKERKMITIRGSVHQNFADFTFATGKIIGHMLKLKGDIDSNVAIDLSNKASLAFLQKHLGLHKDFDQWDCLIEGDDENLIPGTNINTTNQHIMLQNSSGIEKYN
Numbers without * were called inactive; / = no result given.

SMILES	PAFAH1B2 FP inh	LYPLA1 counter	PME-1 primary	PAFAH2 FP inh	PAFAH1B3 FP inh	GSTO1 counter	LYPLA2 counter	PAD4 inh	pPAFAH FP inh
COC(CNC(=O)c1cccc(-n2c(=S)[nH]c3cc(Cl)ccc3c2=O)c1)OC	2	-5	-5	3	10	0	3	1	1
CCCNC(=O)c1ccc(C)c(NC(=O)C2=C(C)OCCS2)c1	-2	-2	-2	2	7	1	-4	4	-4
COc1ccc2[nH]cc(CCn3ccc(=O)c(C)c3C)c2c1	-1	1	-5	0	6	5	-2	4	-4
Cc1ccc(S(=O)(=O)CCC(=O)c2ccc(O)cc2O)cc1	8	-1	-11	-2	9	1	0	4	-5
CCNC(=S)NNC(=O)c1cc(-c2cccnc2)nc2ccccc12	0	0	-11	7	11	-16	-5	-2	1
CCCCCN(C(=O)NC(=O)Nc1nncs1)S(C)(=O)=O	2	3	0	7	-8	4	-1	-3	5
COc1ccccc1NS(=O)(=O)c1ccc(S(=O)(=O)N2CCOCC2)cc1	3	-4	0	0	4	10	0	-2	1
Cc1ccc(OCCC(=O)OCC(=O)NC2CCCC2)cc1	0	2	-1	-5	1	-4	6	0	20
O=C(Nc1cccs1)Nc1c(F)c(F)cc(F)c1F	1	-1	8	-1	3	9	16	0	1
CC(=O)Nc1ccc(NC(=O)C(=O)c2cn(CC(=O)N3CCCC3)c3ccccc23)cc1	-3	-1	-6	4	-4	-9	1	-5	-5
COc1cccc2cc(C(C)=O)c(=O)oc12	1	4	2	-7	8	3	13	1	5
CCOC(=O)c1ccc(NC(=S)N2CCN(C(=O)C3CCCO3)CC2)cc1 (configuration not stated)	0	-2	5	0	1	-2	1	0	-2
Cc1ccc(NC(=O)CC(=O)Nc2ccc(C)c(C)c2)cc1C	2	-8	-11	-8	5	-2	-10	-1	2
COc1ccc(C2CC(c3ccncc3)=NN2c2ccc(S(N)(=O)=O)cc2)cc1 (configuration not stated)	1	/	/	-4	6	/	/	-3	7
Cc1ccc(CSc2ncnc3c2cnn3Cc2ccccc2)cc1C	1	-2	1	-1	5	-4	-4	1	9
CCN1CCN(C(=O)CN(C)S(=O)(=O)c2ccc(OC)c(C)c2)CC1	8	1	-4	-5	7	-6	4	2	3
CC1=CC(C/C(C)=C/COc2ccc3ccc(=O)oc3c2)OC1=O (configuration not stated)	6	-1	3	3	11	7	5	3	6
Cc1ccc(NC(=O)c2cccc(S(=O)(=O)N3CCN(c4ccccc4)CC3)c2)nc1	-4	-2	1	1	2	0	3	-1	3
COc1ccc(-c2nnc(NC(=O)Cc3ccccc3)s2)c(OC)c1	-2	6	-1	4	4	-2	3	-5	10
CC(C)CNS(=O)(=O)c1ccc(CCC(=O)N2CCN(Cc3ccccc3)CC2)cc1	3	1	0	-11	-1	-4	-1	1	12
C=CCOC(=O)C1=C[C@@H](c2coc3ccccc3c2=O)[C@H](CCCO)[C@@H](OCC)O1	0	2	1	1	-2	-2	-3	-11	-2
Cc1onc(-c2c(Cl)cccc2Cl)c1C(=O)NCCc1ccncc1	2	2	8	0	1	1	-3	2	-1
Cc1ccc(-c2ccc(/C=N/N=C3/NC(=O)C(CC(=O)O)S3)o2)c([N+](=O)[O-])c1 (configuration not stated)	5	-2	8	6	0	67*	4	13	18
COc1ccc(CN(CC(=O)NC2CCCC2)C(=O)c2onc(C(N)=O)c2N)cc1	1	0	0	-2	6	9	6	3	4
COc1cc2c(cc1OC)CN(C(=O)C1CCCN1S(=O)(=O)c1ccc(C)cc1)CC2 (configuration not stated)	-3	0	5	-5	2	9	-8	2	3

(further entries)
SMILES	PAFAH1B2 FP inh	LYPLA1 counter	PME-1 primary	PAFAH2 FP inh	PAFAH1B3 FP inh	GSTO1 counter	LYPLA2 counter	PAD4 inh	pPAFAH FP inh
COc1cc(NC(=O)C2CSC3(C)CCC(=O)N23)c(OC)cc1Cl (configuration not stated)	2	0	-7	4	2	10	0	-4	-1
CCn1c(COc2cc(C)ccc2C(C)C)nnc1SCC(=O)Nc1nccs1	5	3	4	8	8	4	9	0	0
Cc1ccc2nnnc(-c3ccccc3)c2c1	-3	2	-1	-5	5	1	4	3	10
Cc1nnc(SCC(=O)N2CCc3ccccc3C2)s1	0	-1	-5	-5	6	1	2	2	0
CN(Cc1ccccc1)C(=C(Cl)Cl)C(=C1NCCN1)[N+](=O)[O-]	1	0	2	0	6	0	-1	-2	-2
Cc1cc(C(=O)Nc2ccc(S(=O)(=O)Nc3onc(C)c3C)cc2)cs1	2	1	7	6	9	-4	1	-2	2
C/C(=N\NC(=O)CSc1nc(C)cc(C)n1)c1ccc([N+](=O)[O-])cc1	/	-1	0	/	/	0	-1	2	2
Cc1cc(C)cc(OC(=O)CN2C(=O)c3ccccc3C2=O)c1	0	-2	-2	4	7	7	1	2	6
Cc1ccc(Cn2c3ccccc3c3cn[nH]c(=O)c32)cc1	-5	0	-6	-2	-4	-3	2	-1	4
Cc1ccc(CCC(=O)Nc2ncc(Cc3cc(Cl)ccc3Cl)s2)o1	0	-2	-3	7	2	0	-2	0	4
CCOC(=O)C1CCCN(CC(=O)Nc2c(C(=O)OC)[nH]c3ccc(Cl)cc23)C1 (configuration not stated)	2	4	8	0	1	-3	6	2	2
COc1ccc(Cl)cc1NC(=O)NCc1cccnc1	2	0	7	-4	14	-5	4	-2	-5
CCOC(=O)C1CN(S(=O)(=O)c2ccc(OC)cc2)c2ccccc2O1 (configuration not stated)	4	-5	0	16	-2	-8	-1	1	3
CC1CN(Cc2ccc(Cl)cc2Cl)CC(C)O1 (configuration not stated)	1	1	9	6	7	4	11	-4	5
O=C(Nc1nc2c(s1)CCCC2)c1ccc(S(=O)(=O)N2CCCc3ccccc32)cc1	1	-11	-10	-20	-11	0	-17	-6	-12
Cc1nc(SCCO)c2oc3ccccc3c2n1	-2	3	-6	2	7	7	0	4	2
O=C(Nc1cc2c(cc1Br)OCCCO2)c1cccnc1	2	-4	0	1	10	2	-8	-3	2
O=C1c2[nH]nc(-c3ccccc3O)c2C(c2ccc(F)cc2)N1Cc1ccco1 (configuration not stated)	-5	-1	13	-5	-3	-41	-7	0	-1
CC(OC(=O)c1cc2sccc2n1C)C(=O)NCC1CCCO1 (configuration not stated)	4	4	0	-3	-6	0	7	-2	1
O=C(O)CCCC(=O)N1CCc2cc(S(=O)(=O)NCc3ccccc3)ccc21	7	-1	4	2	3	-3	1	-2	-5
O=C(Nc1ccc(O)c2c(=O)cc(-c3ccccc3Cl)oc12)c1ccc(Cl)cc1Cl	2	0	8	-3	11	-7	0	-3	4
Cc1cc(C)c2cc(C#N)c(NCCCNC(=O)CCC(=O)O)nc2c1	0	4	7	2	3	0	1	-1	0
CC(=O)N(Cc1ccccc1)c1nc(-c2ccccc2)cs1	5	-5	-4	3	5	0	-6	-6	2
O=[N+]([O-])c1cc(S(=O)(=O)O)cc([N+](=O)[O-])c1NN(c1ccccc1)c1ccccc1	13	0	2	13	12	13	1	3	12
C/C(=N\NC(=O)c1nn(C)c(C)c1Br)c1ccc(NC(=O)c2ccc(C)s2)cc1	-1	0	-16	3	2	13	6	-1	-4

Taken from above:
For PAD4 inh, CCOC(=O)C1CN(S(=O)(=O)c2ccc(OC)cc2)c2ccccc2O1 (configuration not stated) has 1
For LYPLA2 counter, COc1ccc(Cl)cc1NC(=O)NCc1cccnc1 has 4
For LYPLA1 counter, C/C(=N\NC(=O)c1nn(C)c(C)c1Br)c1ccc(NC(=O)c2ccc(C)s2)cc1 has 0
For pPAFAH FP inh, COc1cc(NC(=O)C2CSC3(C)CCC(=O)N23)c(OC)cc1Cl (configuration not stated) has -1

Back to the main list, repeating the two entries before the break.
SMILES	PAFAH1B2 FP inh	LYPLA1 counter	PME-1 primary	PAFAH2 FP inh	PAFAH1B3 FP inh	GSTO1 counter	LYPLA2 counter	PAD4 inh	pPAFAH FP inh
O=[N+]([O-])c1cc(S(=O)(=O)O)cc([N+](=O)[O-])c1NN(c1ccccc1)c1ccccc1	13	0	2	13	12	13	1	3	12
C/C(=N\NC(=O)c1nn(C)c(C)c1Br)c1ccc(NC(=O)c2ccc(C)s2)cc1	-1	0	-16	3	2	13	6	-1	-4
CC(C)NC(=O)Nc1ccc2c(c1)C(=O)N([C@H](C)CO)C[C@H](C)[C@@H](CN(C)S(C)(=O)=O)O2	14	/	/	1	7	/	/	-6	-5
Cc1ccnc(NC(=O)c2sc3ccccc3c2Cl)c1	-4	-3	3	5	4	-3	0	2	-6
Cn1nc(C(F)(F)F)c(C(=O)Nc2ccc(F)cc2F)c1Sc1cccc(C(F)(F)F)c1	13	-4	1	-11	0	1	-6	2	4
COc1ccc(CNC(=O)C2CCCN(S(=O)(=O)c3cnc[nH]3)C2)cc1 (configuration not stated)	-4	2	-6	3	8	8	-1	-3	2
COc1ccc(N2CCN(C(=O)c3cccs3)CC2)cc1	6	0	0	1	6	2	9	-2	2
CN(C)Cc1nc2ccccc2c(=O)n1Cc1nc(C(C)(C)C)cs1	0	0	-4	8	5	5	-2	-2	1
O=C(O)C1=C[C@H](c2ccc(Br)cc2)C[C@H](OCCCCO)O1	7	-2	1	5	2	6	0	6	8
CCOc1ccc(C(C(=O)NC2CCCCC2)N(C(=O)Cc2cccs2)c2ccc(-n3cnnn3)c(OC)c2)cc1 (configuration not stated)	-5	3	-5	-3	-6	0	2	4	5
CC(C)CNC(=O)CCCc1c[nH]c2ccccc12	0	2	-3	6	-1	-5	10	4	0
COc1cc2oc(=O)cc(-c3cccc(-c4ccc(C(F)(F)F)cc4)c3)c2c(OC)c1OC	-2	/	/	-4	5	/	/	6	5
COc1ccc([N+](=O)[O-])cc1NC(=O)/C=C/C(=O)O	2	3	5	6	12	-5	1	-2	4
COc1ccc(O)c(/C=N/c2sc(C)c(C)c2C#N)c1	1	2	-1	4	2	4	0	-4	7
COc1cc(OC)c(C(=O)OCC(=O)NCCc2ccccc2)cc1OC	3	-4	2	2	6	3	-3	-1	3
O=C1OCc2ccc(NS(=O)(=O)c3ccc(C(F)(F)F)cc3)cc21	/	-3	1	/	/	-1	-8	1	0
Cc1nn(CC(=O)N2CCc3ccccc3C2)c(C)c1Cl	7	-6	3	-8	7	8	-9	3	0
O=C(NCc1ccncc1)c1ccc(Br)o1	3	2	-4	-3	7	11	7	2	1
CCOc1ccccc1C(=O)NCC(=O)NNC(=O)c1cccc(S(=O)(=O)Nc2ccc(OC)cc2)c1	5	-4	-5	4	7	-2	-7	0	26*
CC(=O)c1c(C)[nH]c(C(=O)Nc2cccc(C(F)(F)F)c2)c1C	0	-20	-6	8	-3	-13	-21	-6	-1
O=C(CSc1oc(-c2cccs2)nc1S(=O)(=O)c1ccccc1)NC1CCCCC1	-3	-4	1	4	4	1	-3	-3	-6
COc1ccc(C(=O)Nc2cnn(Cc3ccc(Cl)cc3)c2)cc1OC	4	7	-2	5	10	-9	6	0	0
COc1cccc2c1oc1c(SCc3nc4ccccc4[nH]3)nc(C)nc12	2	/	/	4	6	/	/	1	-11
Cc1ccc2cccc(Oc3ncnc4scc(-c5ccc(Cl)cc5)c34)c2n1	-1	-7	-7	-1	10	-1	-9	2	-2
CCCn1c(SCC(=O)Nc2ccc(Cl)cc2F)nc(O)cc1=O	0	/	/	5	3	/	/	0	4
Cc1[nH]c2ccccc2c1C(c1ccccn1)N1CCCC1 (configuration not stated)	0	0	-4	-6	4	4	-1	-3	2
CN1C(=O)C(C)(C)c2cc(S(=O)(=O)N3CCCC3C(=O)NCc3ccc(F)cc3)ccc21 (configuration not stated)	-1	5	-1	7	1	2	-3	2	3

High-throughput results (PubChem)

An excerpt; the hit share may differ from the screen's.
